TCR-CD3 inh = inhibitors of human TCR-CD3 interaction | AID 651800 | TAMRA-labeled TCR probe fluorescence, biochemical | inhibition, % at 9.4 µM | 360,000 compounds, 0.37% hits; in the data active = inhibition above about 19%;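 also: recombinant mutant TCR 2C K166C tagged with TAMRA read by polarization; 0% = receptor in buffer alone and 100% = receptor with positive control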
rCAG binder = molecules binding r(CAG) RNA repeats; 370,000 compounds, 1.3% hits; r(CAG) RNA repeat, TO-PRO-1 dye displacement fluorescence; inhibition, % at 3 µM;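 active = inhibition above the plate cutoff, the mean of all test compounds on that plate plus 3 SD, cut at about 35% in these data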;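 also: 0% = DMSO alone and 100% = 100 µM mitoxantrone as full dye displacement; higher means more dye released from RNA so lower well fluorescence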
GC-A act = GC-A (human) enzyme activation; P16066; HEK293 GC-A cells, cGMP TR-FRET, EC30 ANP; 0% at EC30 ANP, 100% saturating ANP; 370,000 compounds, 0.14% hits; activation, % at 10 µM; in the data active = activation above about 40%
NPR2 activator = GC-B (human) receptor activation. AID 1920062. 370,000 compounds, 0.11% hits. P20594. activation, % at 10 µM. HEK293-GC-B cells, CNP EC30, cGMP TR-FRET; 0% at EC30 CNP, 100% saturating CNP;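 active = activation at 10 µM reaching about 35% in either raw or pattern-adjusted values, limit read from the data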
Target sequence (P20594 whole entry, looked up): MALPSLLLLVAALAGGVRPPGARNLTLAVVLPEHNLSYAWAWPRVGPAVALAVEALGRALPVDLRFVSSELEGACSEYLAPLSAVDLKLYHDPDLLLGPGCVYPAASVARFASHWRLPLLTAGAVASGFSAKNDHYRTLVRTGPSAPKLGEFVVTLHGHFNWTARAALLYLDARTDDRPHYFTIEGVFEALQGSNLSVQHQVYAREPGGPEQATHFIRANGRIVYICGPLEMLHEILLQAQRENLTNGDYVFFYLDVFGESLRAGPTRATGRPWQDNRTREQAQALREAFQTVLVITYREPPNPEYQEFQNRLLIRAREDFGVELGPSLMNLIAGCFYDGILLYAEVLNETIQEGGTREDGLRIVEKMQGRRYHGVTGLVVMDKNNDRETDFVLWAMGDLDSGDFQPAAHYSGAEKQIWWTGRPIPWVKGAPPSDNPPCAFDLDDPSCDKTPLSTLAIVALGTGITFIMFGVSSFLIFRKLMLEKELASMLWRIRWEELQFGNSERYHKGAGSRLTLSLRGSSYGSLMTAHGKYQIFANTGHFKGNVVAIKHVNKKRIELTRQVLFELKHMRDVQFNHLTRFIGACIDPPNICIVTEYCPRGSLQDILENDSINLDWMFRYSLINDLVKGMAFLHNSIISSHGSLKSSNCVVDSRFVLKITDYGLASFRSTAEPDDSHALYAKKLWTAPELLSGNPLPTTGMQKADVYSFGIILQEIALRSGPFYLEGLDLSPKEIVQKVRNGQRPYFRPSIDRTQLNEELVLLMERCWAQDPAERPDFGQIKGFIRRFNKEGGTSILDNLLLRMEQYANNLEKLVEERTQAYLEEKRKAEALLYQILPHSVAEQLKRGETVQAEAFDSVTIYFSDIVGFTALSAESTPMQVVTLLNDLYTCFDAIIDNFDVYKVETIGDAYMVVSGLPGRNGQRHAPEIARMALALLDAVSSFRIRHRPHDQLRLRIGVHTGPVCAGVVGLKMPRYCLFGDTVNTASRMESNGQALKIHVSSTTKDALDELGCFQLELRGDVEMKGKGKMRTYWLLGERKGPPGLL
PRMT1 FP inh = PRMT1 (human) inhibition, primary screen | 370,000 compounds, 1.3% hits | inhibition, % at 2.79 µM | Q99873 | recombinant PRMT1, activity-based probe fluorescence polarization;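 active = inhibition above about 21% made by adding two undisclosed values, limit read from the data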
HTRA1 inhibitor = blocks human HTRA1 serine peptidase | recombinant HTRA1, FP-rhodamine activity-based probe, fluorescence polarization | inhibition, % at 5.96 µM | 340,000 compounds, 0.5% hits | AID 504803; in the data active = inhibition above about 36%;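 also: 0% = enzyme with DMSO and 100% = wells lacking enzyme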
MBD2 inh = inhibitors of human MBD2 binding to methylated oligonucleotide | TR-FRET | AID 686964 | 370,000 compounds, 0.31% hits | Q9UBB5 | inhibition, % at 4.4 µM; in the data active = inhibition above about 13%
UHRF1 binding = blocks human UHRF1 binding to methylated DNA; Q96T88; UHRF1 binding to methylated oligo, TR-FRET; inhibition, % at 4.4 µM; 370,000 compounds, 0.75% hits; AID 687016; in the data active = inhibition above about 21%;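 also: UHRF1 SRA domain binding a hemimethylated CpG hairpin DNA probe; 0% = median of test compound wells and 100% = reference inhibitor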
ABHD4 inh = inhibitors of mouse ABHD4; purified mABHD4, FP-Rh probe fluorescence polarization; inhibition, % at 8.92 µM; 370,000 compounds, 0.54% hits; AID 720543;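 active = inhibition exceeding the mean over every tested compound plus 3 SD, cut at about 30% in these data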;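 also: 0% = plate median of compound wells and 100% = S159A mutant with DMSO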
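Material: mouse ABHD4 enzyme, wild type; Benchmarks: S159A mutant high control, sample median low control; Buffer or medium: HEPES pH 7.0, NaCl, Pluronic buffer; Signal: fluorescence polarization; Read-out: percent inhibition of probe binding, normalized to plate controls; Timing: pre-incubation 45 min, probe exposure 60 min, at 25 °C; Dosing: 8.92 µM, single dose.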
SIAE primary = blocks human sialic acid acetylesterase | Q9HAT2 | SIAE FP-Rh probe binding, fluorescence polarization | inhibition, % at 9.66 µM | 370,000 compounds, 0.69% hits | AID 1053197;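 active = inhibition above a cutoff: mean of compounds within the control limits plus 3 SD of those, cut at about 17% in these data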;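 also: 0% = plate median of compound wells and 100% = probe without SIAE protein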
Active calls of the source: *; . = not tested or not shown.

SMILES | TCR-CD3 inh | rCAG binder | GC-A act | NPR2 activator | PRMT1 FP inh | HTRA1 inhibitor | MBD2 inh | UHRF1 binding | ABHD4 inh | SIAE primary
CSc1ccccc1NC(=O)CN(C)C(=O)C(C)SCc1nc2sc(C)c(C)c2c(=O)[nH]1 (stereo not given) | 7 | 1 | -1 | -1 | -3 | 12 | -2 | -1 | -3 | 3
CCOC(=O)c1ccccc1NC(=O)CSc1ccc(-c2cccnc2)nn1 | -2 | -8 | -5 | -1 | 6 | -3 | -2 | 1 | 3 | -8
CN(C(=O)COC(=O)COc1ccc2ccccc2c1)c1c(N)n(Cc2ccccc2)c(=O)[nH]c1=O | -5 | 7 | 2 | 3 | 4 | -1 | 10 | 2 | -26 | -1
CS(=O)(=O)c1ccc(C(=O)OCC(=O)NC23CC4CC(CC(C4)C2)C3)cc1[N+](=O)[O-] | 6 | 0 | 8 | -8 | -1 | -28 | 0 | -2 | 5 | -10
CC(C)COc1ccc(-c2nn(-c3ccccc3)cc2C(=O)Nc2nccs2)cc1 | 9 | 29 | -7 | -9 | -1 | -69 | 5 | -3 | 13 | -80
CS(=O)(=O)N(CCc1ccccc1)CC(=O)NCc1ccccc1 | 3 | -6 | -1 | 0 | -2 | 3 | 3 | 0 | -2 | 0
COc1ccc(CCN2CC(C(=O)NCCc3ccccc3C)CCC2=O)cc1 (stereo not given) | 4 | -2 | -1 | 1 | 0 | 6 | -1 | 2 | 3 | 10
COC(=O)C1=C(CN2CCc3ccccc32)NC(=O)NC1c1cc(C)ccc1C (stereo not given) | 1 | 1 | -7 | 2 | -2 | 3 | 1 | -1 | -1 | 1
COc1cc(/C=C/C(=O)OCC(=O)N2CCN(S(=O)(=O)c3ccc(C)cc3C)CC2)ccc1O | 7 | 9 | 1 | 0 | -4 | -1 | 4 | 3 | 1 | 13
CC(C)CC1NC(=O)c2cc3ccccc3cc2-n2c1nc1ccc(F)cc1c2=O (stereo not given) | 2 | 5 | -2 | 4 | -1 | -16 | 2 | -2 | -26 | -3
COc1ccc(-c2nnn(CC(=O)c3ccc4c(c3)OCCO4)n2)cc1OC | -2 | 1 | 4 | -4 | 1 | 9 | 3 | 1 | 13 | -2
CCOC(=O)CCCCCC(=O)Nc1ccc2c(c1)C(=O)N([C@H](C)CO)C[C@@H](C)[C@H](CN(C)S(=O)(=O)c1cn(C)cn1)O2 | 3 | -7 | 2 | 7 | -3 | 3 | -4 | 1 | -9 | 3
CCc1c(C)sc(NC(=O)Cc2ccccc2C)c1C(=O)N1CCOCC1 | -1 | -2 | 0 | -3 | 4 | 1 | -5 | 4 | 2 | 6
O=C(Nc1nncs1)c1cccc(S(=O)(=O)N2CCOCC2)c1 | 5 | 1 | -3 | 16 | -3 | -6 | 4 | -1 | -1 | -1
CCCC(C)c1nnc(NC(=O)C(=O)OCC)s1 (stereo not given) | 0 | 2 | 2 | -3 | -1 | 6 | 3 | -2 | -1 | 5
O=C(Nc1nnc(C2CC2)s1)C1CCCO1 (stereo not given) | -4 | -4 | 1 | 1 | 1 | 2 | 2 | 2 | -2 | -7
CCOc1ccc2c(c1)nc(NCCCO)n2Cc1ccccc1 | 0 | -8 | 4 | 7 | 3 | -9 | 3 | -1 | 10 | 8
CC1(Oc2ccccc2-c2ccn[nH]2)CCN(Cc2ccc(OC(F)(F)F)cc2)C1 (stereo not given) | 0 | 1 | -8 | -2 | 1 | . | 4 | 1 | -6 | -2
NS(=O)(=O)c1ccc(NC(=O)COC(=O)C2CC(=O)N(Cc3ccccc3)C2)cc1 (stereo not given) | -10 | 1 | 2 | 0 | -4 | -5 | 2 | 2 | -3 | 7
CCc1ccc(NS(=O)(=O)c2cc3[nH]c(=O)c(=O)[nH]c3cc2C)cc1 | -8 | 8 | 0 | 0 | 4 | -5 | 0 | -3 | -7 | -2
O=C(Cn1c(=O)c2sccc2n(Cc2cccc([N+](=O)[O-])c2)c1=O)NCCc1ccccc1 | 4 | -1 | -1 | 7 | 0 | -4 | 1 | -1 | -4 | 0
O=[N+]([O-])c1cc(C(F)(F)F)cc([N+](=O)[O-])c1NCCCNc1ccc([N+](=O)[O-])c2cccnc12 | 8 | -2 | -3 | -2 | 0 | -4 | -7 | -5 | 6 | 2
COc1cc(NC(=O)CCN2CCN(CCO)CC2)cc(OC)c1 | 3 | -1 | 1 | 6 | -1 | 4 | 3 | -2 | 0 | 3
COC(=O)c1ccc(CNC(=O)c2ccc(S(=O)(=O)N3CCCCCC3)cc2)cc1 | 1 | 0 | 3 | 6 | -3 | 2 | 1 | 1 | 3 | -10
CC1(C)CC(NC(=O)C2CCN(S(=O)(=O)c3ccc(F)cc3)CC2)CC(C)(C)N1 | 1 | -3 | 1 | 4 | 2 | 0 | -5 | 1 | 6 | 2

(continued)
SMILES | TCR-CD3 inh | rCAG binder | GC-A act | NPR2 activator | PRMT1 FP inh | HTRA1 inhibitor | MBD2 inh | UHRF1 binding | ABHD4 inh | SIAE primary
O=C(OCC(=O)N1CCN(C(=O)c2ccco2)CC1)c1cccc(S(=O)(=O)N2CCc3ccccc32)c1 | -2 | -3 | 3 | 0 | -5 | -5 | -2 | 21* | -2 | -2
O=C(NCCCOC(=O)c1ccccc1)c1ccccc1 | 0 | -1 | -1 | 1 | -5 | 7 | -3 | 2 | 4 | -1
O=S(=O)(c1cccs1)N1CN(Cc2ccc(F)cc2)c2nc3ccccc3nc21 | -1 | 15 | 0 | -1 | 5 | -11 | 1 | 3 | -13 | -1
COc1ccc(Cl)cc1NC(=O)CN(C)CC(=O)N1CC(=O)Nc2ccccc21 | -7 | -3 | -6 | -2 | 6 | -3 | 7 | 5 | -10 | -8
CC1CCc2c(sc(Nc3nc4c(F)cccc4s3)c2C(N)=O)C1 (stereo not given) | -4 | 42* | 4 | 4 | 23* | -9 | 0 | -3 | -3 | 6
CCN(CC)CCN(C)C(c1ccnc2ccccc12)c1nnnn1-c1ccc2c(c1)OCCO2 (stereo not given) | 0 | 3 | 0 | -5 | -2 | . | -4 | 8 | 1 | 6
COc1ccc2[nH]cc(S(=O)(=O)c3ccc(C(C)C)cc3)c(=O)c2c1 | -5 | 0 | . | . | 7 | -4 | 9 | 6 | -4 | -5
O=C(CSc1nnc(-c2cnccn2)n1Cc1ccco1)c1ccc2ccccc2c1 | 3 | 12 | -13 | -11 | 1 | -34 | -3 | -1 | -6 | 1
CCc1nc2c(OCCn3cccc3)cccn2c1N(C)C(=O)c1ccccc1F | 3 | 8 | -1 | 2 | 1 | . | -1 | 0 | 17 | 14
CCn1nc(C)c(NS(=O)(=O)c2ccc(C)cc2)c1C | 4 | -2 | 1 | -1 | -3 | 7 | -3 | -2 | 0 | 2
CN(Cc1cccc(C(F)(F)F)c1)C(=O)C1CCC(=O)N(CC2CCCCC2)C1 (stereo not given) | 1 | -8 | -3 | -4 | -4 | 2 | -1 | -2 | 6 | 0
COc1cc(/C=N/NC(=O)c2cc(-c3cccn3C)n[nH]2)cc(OC)c1OC | 2 | 2 | 4 | 8 | 3 | -1 | -2 | -2 | 1 | 4
CCOC(=O)c1sc(NC(=O)CCCn2nc([N+](=O)[O-])c(Cl)c2C)c(C(=O)OCC)c1C | -1 | -2 | 0 | 4 | -3 | 1 | 3 | 2 | -2 | 3
CC(=O)c1ccc(NC(=O)CCNC(=O)c2ccc(Cl)cc2)cc1 | -1 | -2 | -3 | -5 | -4 | -4 | 0 | 4 | 2 | 6
CCCc1nnc(NC(=O)c2oc3ccccc3c2COCC)s1 | 5 | 5 | -1 | -5 | 3 | -17 | -2 | 4 | -7 | 2
CN1CCN(C(=O)C2C3C=CC(C3)C2C(=O)O)CC1 (stereo not given) | -4 | -1 | 7 | -1 | 2 | 5 | 0 | 3 | -2 | -7
COc1ccc(Cn2cc(CN3CCS(=O)(=O)N(Cc4ccc(-c5cccc(Cl)c5)cc4)C(C)C3=O)nn2)cc1 (stereo not given) | 3 | 13 | 1 | 0 | 1 | -39 | -2 | 0 | -15 | -11
Nc1nc(CSCc2ccccc2)nc(N2CCOCC2)n1 | 9 | 4 | -1 | -1 | 0 | 2 | -1 | 1 | 0 | 0
CCOC(=O)c1c(C)nc2sc(C(=O)Nc3ccc(C(C)=O)cc3)c(N)c2c1-c1ccc(OC)cc1 | 24* | 11 | 11 | 0 | 3 | -18 | -3 | 1 | -16 | -41
COc1ccc(S(=O)(=O)n2nc(C)cc2C)cc1OC | 2 | -4 | -5 | 1 | -6 | -2 | -1 | -1 | 3 | 15
COc1ccc(C(=O)CSc2cc(C)nc3nc(C)nn23)cc1OC | 2 | 0 | 3 | -9 | 2 | 0 | 0 | 0 | -2 | 3
CCN(CC(=O)NCc1ccccc1Cl)CC(=O)Nc1c(F)cccc1F | 2 | 6 | 4 | 4 | 0 | 3 | -2 | -2 | 8 | -1
O=S1(=O)CCN(Cc2cccc(C(F)(F)F)c2)CC1 | 4 | 0 | -3 | 1 | -1 | -10 | -3 | -2 | 3 | -3
O=C(CCN1CCCCC1=O)NC1CCCN(Cc2ccc(Cl)cc2)C1 (stereo not given) | -16 | -4 | 1 | 3 | 3 | -4 | -2 | 5 | 7 | -3
COc1cccc(-c2c[nH]c(=O)[nH]c2=O)c1 | 3 | -2 | -2 | -4 | -4 | 17 | 0 | 3 | 2 | 0

Another view of some results above:
SMILES,TCR-CD3 inh,rCAG binder,GC-A act,NPR2 activator,PRMT1 FP inh,HTRA1 inhibitor,MBD2 inh,UHRF1 binding,ABHD4 inh,SIAE primary
CC1CCc2c(sc(Nc3nc4c(F)cccc4s3)c2C(N)=O)C1 (stereo not given),-4,42*,4,4,23*,-9,0,-3,-3,6
CCN(CC)CCN(C)C(c1ccnc2ccccc12)c1nnnn1-c1ccc2c(c1)OCCO2 (stereo not given),0,3,0,-5,-2,.,-4,8,1,6
COc1ccc2[nH]cc(S(=O)(=O)c3ccc(C(C)C)cc3)c(=O)c2c1,-5,0,.,.,7,-4,9,6,-4,-5
O=C(CSc1nnc(-c2cnccn2)n1Cc1ccco1)c1ccc2ccccc2c1,3,12,-13,-11,1,-34,-3,-1,-6,1

Further records follow.
SMILES | TCR-CD3 inh | rCAG binder | GC-A act | NPR2 activator | PRMT1 FP inh | HTRA1 inhibitor | MBD2 inh | UHRF1 binding | ABHD4 inh | SIAE primary
CN(CC(=O)Nc1cccc(F)c1)C(=O)c1cc([N+](=O)[O-])ccc1N1CCOCC1 | 1 | -5 | -2 | 0 | 1 | 5 | 2 | 10 | 2 | 2
CCn1ncc([N+](=O)[O-])c1C(=O)Nc1cc(C)on1 | 0 | 0 | 3 | 3 | 0 | -2 | 2 | 1 | 4 | 7
O=C(OCc1nnc(-c2ccccc2)o1)c1ccc(Br)o1 | 6 | -3 | 3 | 2 | 0 | 0 | 0 | 0 | -2 | -2
CCn1cc(CN2CCC(n3nccc3NC(=O)C3CCCC3)CC2)c(C)n1 | -2 | -6 | -3 | -1 | 3 | -4 | 3 | 0 | 2 | 1
N#Cc1cnn2c(-c3ccc(Cl)cc3Cl)ccnc12 | 1 | 3 | -3 | -5 | -1 | . | 3 | -3 | -9 | -6
Cc1c(C(=O)c2ccc(Cl)cc2Cl)cnc2cc3c(cc12)OCO3 | -4 | 1 | -4 | 1 | 2 | -35 | 9 | 2 | -17 | -9
O=C(O)C1C2C=CC(C3CC23)C1C(=O)NCCc1ccccc1 (stereo not given) | 8 | -3 | -2 | -3 | -1 | 4 | -5 | -1 | -5 | 11
O=C(COc1ccc(Br)cc1)NCCNC(=O)c1cccnc1 | -2 | -1 | -1 | -2 | 6 | 3 | -5 | -1 | -2 | 2

Assay outcomes: PubChem BioAssay, several laboratories

Only part of the results is shown (hit frequency here may not be typical).
